IDH1 R132H inh = inhibitors of human IDH1 R132H. AID 624101. IDH1 R132H reductase, diaphorase/resazurin fluorescence, 60 min. 70,000 tested, 0.18% active. inhibition, % at 10 µM. O75874; in the data active means inhibition above about 34%;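 further: 0% = DMSO and 100% = no enzyme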
Target sequence (O75874 whole entry R132H): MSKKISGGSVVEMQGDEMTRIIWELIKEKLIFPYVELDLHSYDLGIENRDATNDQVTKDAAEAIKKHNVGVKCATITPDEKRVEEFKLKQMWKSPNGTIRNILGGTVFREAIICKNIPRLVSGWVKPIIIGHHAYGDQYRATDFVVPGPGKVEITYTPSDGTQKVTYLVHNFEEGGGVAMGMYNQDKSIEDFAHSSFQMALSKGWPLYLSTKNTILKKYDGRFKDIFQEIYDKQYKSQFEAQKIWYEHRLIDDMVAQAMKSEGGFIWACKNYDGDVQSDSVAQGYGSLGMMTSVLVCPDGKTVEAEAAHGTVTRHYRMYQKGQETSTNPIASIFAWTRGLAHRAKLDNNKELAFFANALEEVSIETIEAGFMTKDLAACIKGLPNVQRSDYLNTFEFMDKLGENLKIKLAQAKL
EZH2 inh = blocks human EZH2/PRC2 H3K27 methylation. 57,000 tested, 0.35% active. inhibition, % at 12.5 µM. DELFIA TRF, 1 h;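 active means mean inhibition of replicates at least 50% and every single replicate also reaching 50%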;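 further: dimethyl H3K27 on biotinylated H3 21-44 peptide detected by antibody; plate controls were median neutral control wells for no effect and median positive control wells for full effect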
Active calls of the source: *; / = no result given; & = joins results of further samples. An excerpt. The share of hits here may be higher or lower than overall.

SMILES	IDH1 R132H inh	EZH2 inh
C[C@H](CO)N1C[C@H](C)[C@H](CN(C)C(=O)NC2CCCCC2)Oc2ccc(NC(=O)Nc3ccc4c(c3)OCO4)cc2C1=O	1.1	/
C[C@@H]1CN([C@H](C)CO)C(=O)CCCn2nncc2CO[C@H]1CN(C)C(=O)Nc1ccc(C(C)(C)C)cc1	0.4	/
C[C@H]1CN([C@@H](C)CO)C(=O)c2cc(C#Cc3cccnc3)cnc2O[C@@H]1CN(C)C	5.0	0.6
C[C@@H]1CN([C@H](C)CO)C(=O)c2cc(NC(=O)Nc3ccccc3)ccc2O[C@@H](C)CCCCO[C@H]1CN(C)S(=O)(=O)c1ccccc1	0.1	/
CC(C)NC(=O)N(C)C[C@H]1Oc2ccc(NC(=O)Cc3cn(C)c4ccccc34)cc2CC(=O)N([C@H](C)CO)C[C@H]1C	-35.2	-6.8
COc1ccc(NC(=O)Nc2ccc3c(c2)C(=O)N([C@H](C)CO)C[C@H](C)[C@@H](CN(C)S(=O)(=O)c2cn(C)cn2)O3)cc1	-1.5	/
C[C@@H]1CN([C@@H](C)CO)C(=O)c2c(c3ccccc3n2C)-c2ccccc2CO[C@H]1CN(C)Cc1cccnc1	/	-5.4
C[C@H]1CN([C@@H](C)CO)S(=O)(=O)c2ccc(C#CC3CC3)cc2O[C@@H]1CN(C)C(=O)c1cccc(F)c1	-1.1	-3.3
CNC[C@@H]1Oc2ccc(NC(=O)C3CCCCC3)cc2CC(=O)N([C@@H](C)CO)C[C@H]1C	3.8	4.1
O=C(CCCCCCC(=O)Nc1ccccc1O)N/N=C/c1ccccc1Br	/	-5.4
C[C@@H]1CN([C@H](C)CO)C(=O)c2cc(C#CCc3ccccc3)cnc2O[C@H]1CN(C)C(=O)C1CC1	3.5	-15.5
Cc1cc(=O)oc2cc(OC(C)C(=O)Nc3sc4c(c3C(N)=O)CCCC4)ccc12 (stereo unspecified)	-0.4	1.0
COc1cccc(S(=O)(=O)N[C@H]2CC[C@@H](CCN)O[C@H]2CO)c1	0.0	-1.4
C[C@@H]1CN([C@@H](C)CO)C(=O)CCCn2nncc2CO[C@H]1CN(C)C(=O)CCCN(C)C	1.5	/
C[C@H](O)C#Cc1cnc2c(c1)C(=O)N([C@H](C)CO)C[C@@H](C)[C@@H](CN(C)Cc1ccc(-c3ccccc3)cc1)O2	-0.2	-27.0&-12.2
C[C@@H]1CN([C@H](C)CO)C(=O)c2cc(NC(=O)Nc3ccc(F)cc3)ccc2O[C@@H](C)CCCCO[C@@H]1CN(C)C(=O)c1ccccc1	1.4	/
O=C(NCC[C@@H]1CC[C@H](NC(=O)C2CCC2)[C@@H](CO)O1)Nc1ccc(Cl)cc1	0.0	3.5
O=C(Oc1c(CN2CCOCC2)cc(Cl)c2cccnc12)c1ccc([N+](=O)[O-])cc1	/	9.9
O=C(CSc1nnc(-c2ccco2)o1)Nc1sc2c(c1C(=O)Nc1ccccc1)CCCC2	-0.1	4.3
CCCCNC(=O)C(OC(=O)c1ccccc1)c1ccco1 (stereo unspecified)	/	3.2
C[C@@H]1CN([C@H](C)CO)C(=O)c2cc(-c3ccccc3F)cnc2O[C@@H]1CN(C)C(=O)C1CCC1	-1.8	-2.7
C/C=C/c1cnc2c(c1)C(=O)N([C@@H](C)CO)C[C@H](C)[C@@H](CN(C)C(=O)NCCC)O2	0.1	-6.8
CO[C@@H]1CN(C)C(=O)c2ccc(NC(=O)c3ccccc3)cc2OC[C@H](C)N(CC2CC2)C[C@@H]1C	0.0	2.3
C[C@H](CO)N1C[C@H](C)[C@@H](CN(C)CC2CCOCC2)Oc2cc(-c3cccnc3)ccc2S1(=O)=O	4.9	0.1
C[C@@H]1CN([C@H](C)CO)C(=O)c2cc(NC(=O)Nc3ccc(C(F)(F)F)cc3)ccc2O[C@@H](C)CCCCO[C@H]1CN(C)C	6.2	-27.8

Look-ups from the results shown:
`CCCCNC(=O)C(OC(=O)c1ccccc1)c1ccco1` (stereo unspecified) @ EZH2 inh: 3.2
`O=C(CSc1nnc(-c2ccco2)o1)Nc1sc2c(c1C(=O)Nc1ccccc1)CCCC2` @ IDH1 R132H inh: -0.1

Next results:
SMILES	IDH1 R132H inh	EZH2 inh
Cc1ccc(-c2nn3c(C)nnc3c3ccccc23)cc1S(=O)(=O)NCc1ccco1	-0.2	-7.6
CCC(Sc1nnnn1-c1ccccc1)C(=O)Nc1ccccc1OC (stereo unspecified)	-0.3	5.3
COc1ccc2c(c1)C(C)CC(C)(C)N2C(=O)CSc1nnc(C)s1 (stereo unspecified)	-0.1	-1.9
CO[C@@H]1CN(C)C(=O)c2cc(NC(=O)c3ccccc3)ccc2OC[C@H](C)N(CC2CC2)C[C@H]1C	/	-8.1
COCC(=O)N(C)C[C@@H]1Oc2ncc(C3=CCCCC3)cc2C(=O)N([C@@H](C)CO)C[C@@H]1C	/	-3.8
C[C@H](CO)N1C[C@H](C)[C@@H](CN(C)C(=O)Cc2ccccn2)Oc2cc(C#Cc3ccccc3)ccc2S1(=O)=O	1.7	10.1
O=C(C[C@@H]1C=C[C@@H](NC(=O)C2CCC2)[C@H](CO)O1)NCc1ccncc1	0.8	-4.8
C[C@@H]1CCCCO[C@@H](CN(C)S(=O)(=O)c2ccccc2)[C@H](C)CN([C@@H](C)CO)C(=O)c2cc(NC(=O)Nc3ccc(F)cc3)ccc2O1	5.4	/
CCOc1ccc(NC(=O)C2CC(=O)NC(N3CCN(C)CC3)=N2)cc1 (stereo unspecified)	0.1	10.0
CCCN1C[C@@H](C)[C@@H](OC)CN(C)C(=O)c2cc(NC(=O)c3cccc(OC)c3)ccc2OC[C@@H]1C	-0.5	15.1
CO[C@@H]1CN(C)C(=O)c2ccc(NC(=O)Nc3ccccc3F)cc2OC[C@H](C)N(C(C)=O)C[C@H]1C	0.2	13.6
CCC(=O)Nc1ccc2c(c1)OC[C@H](C)N(C(C)=O)C[C@H](C)[C@H](OC)CN(C)C2=O	0.1	10.5
COc1ccc(C(=O)NCc2n[nH]c(=S)n2C)cc1OC	0.0	-1.8
CC1CC(O)CC(C)(C)C1(O)/C=C/C(CO)O[C@@H]1O[C@H](CO)[C@@H](O)[C@H](O)[C@H]1O (stereo partly specified)	0.4	/
C[C@H]1CN([C@@H](C)CO)C(=O)c2cc(NC(=O)Cc3ccccc3)ccc2O[C@@H]1CN(C)Cc1ccc(Oc2ccccc2)cc1	0.7	/
CCOc1ccc(-n2c(SCC(=O)OC)nnc2-c2ccccc2)cc1	0.2	-4.5
CCCNC(=O)C[C@H]1C[C@@H]2c3cc(NS(=O)(=O)c4ccc(F)cc4)ccc3O[C@@H]2[C@@H](CO)O1	0.1	-4.2
CCCNC(=O)Nc1ccc2c(c1)C(=O)N(C)C[C@H](OC)[C@@H](C)CN(Cc1ccccc1)[C@@H](C)CO2	0.1	-1.6
C[C@H](CO)N1C[C@H](C)[C@H](CN(C)Cc2ccccc2)Oc2ccc(NC(=O)Nc3cccc4ccccc34)cc2C1=O	-0.1	0.0
C[C@H]1CN([C@@H](C)CO)C(=O)Cc2cc(NC(=O)CCCCCC(=O)Nc3ccccc3N)ccc2O[C@H]1CN(C)C(=O)Nc1ccccc1	-0.1	25.7
Cc1ccc(S(=O)(=O)N[C@@H]2CC[C@H](CCn3cc(C4CC4)nn3)O[C@@H]2CO)cc1	0.2	-7.4
C[C@@H]1CN([C@H](C)CO)S(=O)(=O)c2ccc(-c3cccnc3)cc2O[C@H]1CN(C)Cc1ccncc1	0.5	/
C[C@H](CO)N1C[C@H](C)[C@@H](CN(C)CC2CCOCC2)Oc2ncc(C3=CCCCC3)cc2C1=O	-1.9	/
COc1ccc(S(=O)(=O)Nc2ccc3c(c2)C(=O)N([C@@H](C)CO)C[C@H](C)[C@H](CN(C)C(=O)NC(C)C)OCCCC[C@H](C)O3)cc1	0.4	/
C[C@@H]1CN([C@H](C)CO)S(=O)(=O)c2ccc(C#Cc3ccncc3)cc2O[C@@H]1CN(C)C	7.0	8.7
SMILES	IDH1 R132H inh	EZH2 inh
COc1ccc(CN(C)C[C@H]2Oc3ccc(NS(=O)(=O)c4ccc(C)cc4)cc3CC(=O)N([C@H](C)CO)C[C@H]2C)cc1	0.5	4.2
CCC(Sc1nnc(-c2ccc([N+](=O)[O-])cc2)n1C)C(=O)Nc1ccc(Cl)cc1 (stereo unspecified)	0.4	5.3
CO[C@H]1CN(C)C(=O)c2cc(NC(=O)c3ccccc3F)ccc2OC[C@@H](C)N(C(C)=O)C[C@H]1C	0.4	0.1
CCS(=O)(=O)Nc1ccc2c(c1)C(=O)N(C)C[C@H](OC)[C@H](C)CN(C)[C@H](C)CO2	-0.1	-4.3
C[C@@H]1CCCCO[C@H](CN(C)S(=O)(=O)c2cccs2)[C@H](C)CN([C@@H](C)CO)C(=O)c2cc(NS(=O)(=O)c3cccs3)ccc2O1	3.5	/
CO[C@@H]1CN(C)C(=O)c2cc(NC(=O)C3CC3)ccc2OC[C@H](C)N(Cc2ccncc2)C[C@@H]1C	0.1	-5.1
O=C(C[C@H]1C=C[C@H](NC(=O)CCN2CCCCC2)[C@@H](CO)O1)NCc1ccc(Cl)c(Cl)c1	0.2	-6.8
CO[C@H]1CN(C)C(=O)c2ccc(NC(=O)c3ccccc3)cc2OC[C@@H](C)N(C(=O)CN(C)C)C[C@@H]1C	0.1	0.3
O=C(CSc1nnc(-c2ccccn2)n1-c1ccccc1)Nc1ccc2c(c1)OCCO2	-0.6	-2.8
O=C(O)c1cc(O)c2c(c1)C(=O)c1cccc(O)c1C2=O	0.2	9.3
CO[C@H]1CN(C)C(=O)c2ccc(NS(C)(=O)=O)cc2OC[C@@H](C)N(C(=O)NC(C)C)C[C@@H]1C	0.3	-4.9
COc1ccc(S(=O)(=O)N[C@@H]2CC[C@@H](CC(=O)N3CCN(c4ccccc4)CC3)O[C@H]2CO)cc1	0.4	4.1
CO[C@@H]1CN(C)C(=O)c2cc(NC(=O)C3CC3)ccc2OC[C@H](C)N(C(=O)NC(C)C)C[C@H]1C	0.1	1.5
CC(C)c1ccc(NC(=O)CSc2nnc(N)s2)cc1	-0.1	9.8
O=C(COc1ccc(C(=O)Nc2cc(Cl)ccc2Cl)cc1)Nc1cccc2ccccc12	0.2	-4.8
COc1ccc(S(=O)(=O)Nc2ccc3c(c2)C(=O)N([C@H](C)CO)C[C@@H](C)[C@H](CN(C)Cc2ccc4c(c2)OCO4)O3)cc1	-1.2	/
C[C@@H](NC(=O)C[C@@H]1C=C[C@@H](NC(=O)CN2CCOCC2)[C@@H](CO)O1)c1ccccc1	-0.3	0.9
CO[C@@H]1CN(C)C(=O)c2ccc(NC(=O)NC(C)C)cc2OC[C@H](C)N(C(=O)C2CCC2)C[C@H]1C	0.3	2.8
COc1ccc(-c2cn(CC[C@H]3CC[C@@H](NC(=O)Cc4ccccn4)[C@@H](CO)O3)nn2)cc1	0.2	-6.8
COc1ccc(OC)c(NC(=O)CSc2nc(-c3ccccc3)nc3c2COC(C)(C)C3)c1	-0.9	-4.6
COc1cc(O)c(C(=O)CCc2ccc(OC)c(OC)c2)c(OC)c1	-0.2	/
COc1ccc(NC(=O)COc2c(Cl)c(C)c(Cl)c(C)c2Cl)c([N+](=O)[O-])c1	0.2	-15.0
C[C@H](CO)N1C[C@H](C)[C@H](CN(C)S(=O)(=O)c2ccc(Cl)cc2)Oc2ccc(NS(=O)(=O)c3cn(C)cn3)cc2C1=O	2.1	/
CO[C@@H]1CN(C)C(=O)c2cc(NS(=O)(=O)CC(F)(F)F)ccc2OC[C@H](C)N(C)C[C@H]1C	0.4	0.8
O=C(CCN1CCCCC1)NCC[C@H]1CC[C@H](NC(=O)C2CCOCC2)[C@@H](CO)O1	-0.1	10.2
SMILES	IDH1 R132H inh	EZH2 inh
CCC(=O)N1C[C@H](C)[C@H](OC)CN(C)C(=O)c2cc(NC(=O)c3cc(C)on3)ccc2OC[C@@H]1C	0.1	6.7
CO[C@H]1CN(C)C(=O)c2ccc(NC(=O)C3CCCC3)cc2OC[C@@H](C)N(Cc2cocn2)C[C@H]1C	-0.1	-21.3
CC1CC(NC(=S)NC2CC3C=CC2C3)CC(C)(C)C1 (stereo unspecified)	0.6	-10.7
Cc1noc(C)c1NC(=O)N(C)C[C@H]1Oc2cc(C#CCN(C)C)ccc2S(=O)(=O)N([C@H](C)CO)C[C@@H]1C	0.3	7.8
C[C@H](CO)N1C[C@H](C)[C@H](CN(C)C(=O)NC2CCCCC2)Oc2ccc(NC(=O)CCCCCC(=O)Nc3ccccc3N)cc2CC1=O	5.9	1.0
O=C(C[C@H]1C[C@@H]2c3cc(NC(=O)Nc4ccc(F)cc4)ccc3O[C@@H]2[C@H](CO)O1)NC1CCCCC1	0.1	-7.4
COc1ccc(NC(=O)Nc2ccc3c(c2)CC(=O)N([C@@H](C)CO)C[C@@H](C)[C@H](CN(C)Cc2ccc(C(F)(F)F)cc2)O3)cc1	-1.8	/
C=CCNC(=O)c1cc([N+](=O)[O-])cc2c(=O)[nH]c(Nc3ccc(Cl)c(Cl)c3)nc12	0.5	-5.5

Random excerpt: 6 compounds from above, in no set order.
SMILES	IDH1 R132H inh	EZH2 inh
CO[C@H]1CN(C)C(=O)c2ccc(NC(=O)C3CCCC3)cc2OC[C@@H](C)N(Cc2cocn2)C[C@H]1C	-0.1	-21.3
O=C(C[C@H]1C[C@@H]2c3cc(NC(=O)Nc4ccc(F)cc4)ccc3O[C@@H]2[C@H](CO)O1)NC1CCCCC1	0.1	-7.4
COc1ccc(NC(=O)Nc2ccc3c(c2)CC(=O)N([C@@H](C)CO)C[C@@H](C)[C@H](CN(C)Cc2ccc(C(F)(F)F)cc2)O3)cc1	-1.8	/
C[C@H](CO)N1C[C@H](C)[C@H](CN(C)C(=O)NC2CCCCC2)Oc2ccc(NC(=O)CCCCCC(=O)Nc3ccccc3N)cc2CC1=O	5.9	1.0
CCC(=O)N1C[C@H](C)[C@H](OC)CN(C)C(=O)c2cc(NC(=O)c3cc(C)on3)ccc2OC[C@@H]1C	0.1	6.7
Cc1noc(C)c1NC(=O)N(C)C[C@H]1Oc2cc(C#CCN(C)C)ccc2S(=O)(=O)N([C@H](C)CO)C[C@@H]1C	0.3	7.8

Source: PubChem BioAssay (Broad Institute)
